High-throughput results: PubChem BioAssay, several laboratories
S1P1 ag pot = S1P1 agonists and agonism potentiators, primary screen, cell-based, primary and confirmation screens, CRE-bla reporter; Sphingosine 1-phosphate receptor 1 (Homo sapiens), P21453; S1P1 CRE-bla cells, forskolin, beta-lactamase FRET, potentiator mode; S1P1 agonist co-added at EC20, 2 nM; 100% = saturating reference agonist, 0% = basal; activation, % at 9.5 µM; 56,000 compounds, 0.57% hits; AID 449, 2006;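 active = activation above a cutoff set at the mean activation of all tested compounds plus 3 SD, cut at about 54% in these data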;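 note: forskolin at 4 µM as EC80 and the EC20 agonist is SEW2871; 100% = SEW2871 at its EC100 plus forskolin at EC80; some compounds past the cut are filed as inactive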
5HT1E antag = 5-HT1E receptor antagonists, primary screen, cell-based, HTS; CHO 5-HT1E Ga15 NFAT-bla reporter, FRET, antagonist; 65,000 compounds, 0.99% hits; 5-hydroxytryptamine receptor 1E (Homo sapiens), P28566; inhibition, % at 6 µM;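 active = inhibition above a set limit, the mean inhibition across every tested compound plus 3 SD, cut at about 29% in these data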;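 note: signal is the 460 over 535 nm emission ratio of beta-lactamase substrate; 0% = agonist plus DMSO wells and 100% = wells without agonist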
5HT1a antag = human 5-HT1a receptor antagonists, primary screen, cell-based, CHO, Ga15 NFAT-bla reporter; 5-hydroxytryptamine receptor 1A (Homo sapiens), P08908; CHO 5-HT1a Ga15 NFAT-bla reporter, antagonist mode; inhibition, % at 10 µM; 62,000 compounds, 0.68% hits; AID 612, 2007;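 active = inhibition above the mean of all tested compounds plus 3 SD, cut at about 43% in these data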;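 note: receptor stimulated by 5-CT agonist at 100 nM near EC80; beta-lactamase reporter measured by ratiometric fluorescence of a cleavable substrate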
5HT1a ag = human 5-HT1a receptor agonists, primary screen, cell-based, CHO, Ga15 NFAT-bla reporter; 5-hydroxytryptamine receptor 1A (Homo sapiens), P08908; activation, % at 10 µM; CHO 5-HT1a Ga15 NFAT-bla reporter, FRET ratio; 0% basal, 100% maximal reference agonist; 65,000 compounds, 0.56% hits;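 active = activation above the screen-wide mean activation plus 3 SD, cut at about 19% in these data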;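 note: 0% = DMSO wells and 100% = 5-CT at EC100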
Jurkat viability = cytotoxicity toward Jurkat T cells, primary screen, cytotoxicity control, cell-based, Jurkat E6.1, 60K MLSMR library. Jurkat E6.1 viability, ATP luminescence, 48 h. inhibition, % at 4 µM. 56,000 compounds, 1.2% hits;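 active = inhibition above the mean inhibition of all tested compounds plus 3 SD, cut at about 28% in these data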
M1 agonist = M1 muscarinic receptor agonists, primary screen, CHO-M1 cells, Fluo-4 calcium, agonist mode. Muscarinic acetylcholine receptor M1. Fluo-4 calcium fluorescence; active compounds read high. B-score at 10 µM. 64,000 compounds, 3% hits;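 active = fluorescence rise, raw or as B-score row- and column-corrected plate score, outside the 99.7% band of its plate's samples, either direction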
HTR1E agonist = 5-HT1E receptor agonists, primary screen, cell-based, HTS; 65,000 compounds, 0.69% hits; activation, % at 6 µM; CHO 5-HT1E Ga15 NFAT-bla reporter, FRET; 0% DMSO wells, 100% control agonist wells;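 active = activation above a set limit, the screen-wide mean activation plus 3 SD, cut at about 8.5% in these data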;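 note: 100% = positive control agonist at 1 µM giving full maximal response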
S1P3 agonist = human S1P3 receptor agonists, primary screen, cell-based, primary and confirmation, NFAT-BLA reporter. S1P3 NFAT-BLA reporter cells, agonism, FRET ratio; relative to 1 µM S1P, basal subtracted. activation, % at 4.5 µM. 60,000 compounds, 0.1% hits;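 active = activation above the screen-wide mean plus 3 SD, cut at about 4.5% in these data, passing the limit was not always enough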; note: some compounds called inactive have numbers as strong as hits
Target sequence (Q99500 whole entry, looked up): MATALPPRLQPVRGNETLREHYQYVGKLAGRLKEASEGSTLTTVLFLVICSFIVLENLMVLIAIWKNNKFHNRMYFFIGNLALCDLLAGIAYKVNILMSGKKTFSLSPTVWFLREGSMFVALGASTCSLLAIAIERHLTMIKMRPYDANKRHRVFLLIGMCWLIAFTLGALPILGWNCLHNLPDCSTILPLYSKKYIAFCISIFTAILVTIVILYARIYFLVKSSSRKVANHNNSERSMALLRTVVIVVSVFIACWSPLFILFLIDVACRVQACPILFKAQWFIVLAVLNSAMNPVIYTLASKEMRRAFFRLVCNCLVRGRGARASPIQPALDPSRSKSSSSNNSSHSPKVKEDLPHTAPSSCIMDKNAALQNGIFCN
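Assay system: CHO cells stably expressing human S1P3, Gα16 and NFAT-β-lactamase reporter. Timing: overnight plating, 4 h compound 37 °C, 2 h substrate RT. Signal: β-lactamase FRET emission ratio 460/535 nm. Measure: percent activation versus median 1 µM S1P response, basal-subtracted, per plate. Repeats: primary screen single test, confirmation screen in triplicate.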
M1 antag = antagonists of rat M1 muscarinic receptor. CHO-M1 cells, Fluo-4 calcium, ACh EC80 antagonist mode; active compounds read low. B-score at 10 µM. 64,000 compounds, 3.4% hits;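 active = calcium fluorescence response, raw or row-and-column corrected B-score, differing from the plate sample mean either way at a set confidence level, mostly lower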
Target sequence (P08482 whole entry, looked up): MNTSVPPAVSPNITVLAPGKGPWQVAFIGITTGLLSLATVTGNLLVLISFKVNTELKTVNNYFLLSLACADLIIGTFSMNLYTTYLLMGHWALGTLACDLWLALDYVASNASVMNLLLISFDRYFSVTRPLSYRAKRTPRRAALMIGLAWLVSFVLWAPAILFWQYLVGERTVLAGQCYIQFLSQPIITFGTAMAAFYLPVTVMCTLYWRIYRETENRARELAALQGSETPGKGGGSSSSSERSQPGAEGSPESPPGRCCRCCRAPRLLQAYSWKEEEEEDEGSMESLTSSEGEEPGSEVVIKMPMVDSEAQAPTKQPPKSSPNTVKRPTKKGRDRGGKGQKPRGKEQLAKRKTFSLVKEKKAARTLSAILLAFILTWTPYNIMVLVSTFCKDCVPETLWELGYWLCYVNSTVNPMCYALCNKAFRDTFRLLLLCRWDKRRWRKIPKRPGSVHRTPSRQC
Starred values were filed as active, the others as inactive; . = no result given.

entry	molecule	S1P1 ag pot	5HT1E antag	5HT1a antag	5HT1a ag	Jurkat viability	M1 agonist	HTR1E agonist	S1P3 agonist	M1 antag
1	Cc1ccc(NCc2nnc(SCC(=O)NCc3ccco3)n2CC2CCCO2)c(C)c1 (configuration not stated)	-1	-6	-19	-0.6	3	-0.62	-1.4	-0.5	0.44
2	Cc1ccc2[nH]c3c(c2c1)CCCC3C(N)=O (configuration not stated)	15	-6	.	-1.8	.	0.66	-0.6	-3.3	0.67
3	Cc1ccc(Cn2nnc3c(=O)n(CC(=O)NCc4ccc5c(c4)OCO5)cnc32)cc1	1	-3	3	0.0	-4	0.49	-0.5	1.1	-1.8
4	CCOC(=O)CSc1nnc(CNc2cccc(Cl)c2)n1-c1ccccc1	-2	-11	8	0.5	0	-0.2	-0.7	0.3	0.038
5	CCc1c(C(=O)Nc2cc(C)ccc2OC)[nH]c(C)c1C(C)=O	-56	0	13	-5.6	22	0.49	-1.0	0.3	0.3
6	CCCCC(=O)Nc1cccc2c1C(=O)N(c1ccccc1)C2=O	-11	16	6	-0.6	7	1.9	0.6	-0.7	-0.4
7	CSc1ccc(CNc2ccccn2)cc1	-14	4	7	-0.8	2	-0.34	-0.1	-1.0	-1.1
8	Cc1csc(NC(=O)CSc2nc(C)nc3c2c(=O)n(C)c(=O)n3C)n1	2	15	3	2.2	16	-0.68	0.0	-0.9	-0.039
9	Cc1noc(C)c1S(=O)(=O)Nc1ccc(C(=O)NCc2ccccc2)cc1	-7	-4	-2	-1.0	0	-0.029	0.0	-0.2	0.11
10	CCCCOC(=O)c1ccc(N2C(=O)CC(N3CCN(C/C=C/c4ccccc4)CC3)C2=O)cc1 (configuration not stated)	.	-9	22	-1.7	1	-0.28	0.0	-1.1	-2.2
11	Cc1cc(OCC(=O)O)c2cccc(C)c2n1	0	0	-4	-0.7	-6	0.1	3.9	-0.1	0.39
12	CC1CC(C)CN(C(=O)COc2ccc(-c3nnco3)cc2)C1 (configuration not stated)	-16	-12	-5	-0.2	-2	-0.88	-0.1	0.9	-0.01
13	O=C(CN(c1ccc(F)cc1)S(=O)(=O)c1ccccc1)NCc1ccco1	2	-1	1	1.9	-7	0.36	-0.2	0.3	-0.0067
14	CCOC(=O)c1[nH]c(C)c(C(=O)NCCCOC(C)C)c1C	-10	4	4	-0.3	-2	0.29	-0.6	0.1	0.098
15	Cc1cc(C)n(-c2nc(NCCO)c3c4c(sc3n2)CCCC4)n1	-68	-12	-19	45*	9	-0.96	0.3	28*	0.061
16	Cc1cc(C(=O)CSc2nnc(-c3ccc(Cl)cc3)n2CC2CCCO2)c(C)n1C (configuration not stated)	41	1	-2	-0.6	7	1.6	-0.7	-0.3	0.28
17	Cc1ccc(NC(=O)N2CCCN(Cc3ccc(F)cc3)C2)cc1C	8	9	15	-3.2	11	-0.32	0.2	-1.0	-5.1*
18	CCOC(=O)C(NC(=O)C1CCCN1C(=O)OCc1ccccc1)C(=O)OCC (configuration not stated)	-49	2	-2	-6.1	-4	0.91	0.3	1.8	-0.021
19	COCCOCCn1c(CCCO)nc2ccccc21	-16	2	4	0.6	-1	-0.75	0.9	-0.5	0.11
20	COc1cccc(-c2nc(CS(=O)(=O)CC(=O)N3CCc4ccccc4C3)c(C)o2)c1	12	8	-5	-0.2	17	1.1	3.7	-1.0	-0.077
21	COC(=O)c1cc(-c2ccc(OC)c(OC)c2)on1	-8	-2	-8	0.4	-6	0.02	-0.3	1.8	0.3
22	Cc1nc(N2CCN(C(=O)c3ccco3)CC2)c2oc3ccccc3c2n1	.	2	8	1.1	.	-0.022	1.2	.	1.1
23	Cc1ccccc1OCC(=O)Nc1ccc2c(c1)COC2=O	3	11	1	-1.9	7	0.065	-2.5	-0.6	0.017
24	CC(C)(C)c1cc(C(=S)N2CCN(CCO)CC2)cc(C(C)(C)C)c1O	.	-14	-8	-1.4	1	-0.25	0.6	-0.5	0.27
25	COc1ccc(Cc2nnc(SCc3nc4ccccc4c(=O)[nH]3)o2)cc1	0	4	3	-0.2	1	-0.074	-0.3	-0.9	0.87
26	Cc1cc(C)n(CC(=O)NCc2cc(-c3nn(C)c(=O)c4ccccc34)ccc2C)n1	7	6	-10	-0.2	5	-0.68	0.3	0.0	-0.45
27	COc1ccccc1N1CCN(CC(=O)Nc2cc(F)ccc2C)CC1	.	-10	43*	0.1	.	-1.1	-0.7	.	-0.48
28	O=C(c1cnn2c(C(F)(F)F)cc(-c3ccco3)nc12)N1CCCCCC1	-22	6	18	-1.2	-5	0.043	-0.2	-0.9	0.13
29	Cc1ccc2oc(=O)c3cc(C(=O)N4CCN(c5ncccn5)CC4)sc3c2c1	-16	4	4	-0.5	1	1.3	2.3	-0.7	0.65
30	COc1cc(NC(=O)c2cc3ccccc3o2)c(OC)cc1Cl	-45	-12	6	14	-3	-0.77	2.8	-1.3	-0.0018
31	CCCCC(=O)Nc1ccc(F)c(Cl)c1	.	2	-1	-0.6	5	0	-0.4	0.0	0.075
32	CN(C1CCS(=O)(=O)C1)S(=O)(=O)c1ccc(C2CCCCC2)cc1 (configuration not stated)	.	7	3	-0.8	11	-0.73	-0.9	-1.0	-0.79
33	CCOC(=O)NC(=O)CSc1nnnn1-c1ccc(Cl)cc1	-14	-12	-2	-4.9	1	0.96	0.5	-0.4	-0.027
34	COCCCN(C(=O)c1ccco1)c1nc(-c2cc(OC)ccc2OC)cs1	-2	-2	36	0.3	10	-0.42	-0.1	-1.3	-0.46
35	CCOc1ccccc1Oc1coc2cc(OC(=O)c3ccco3)ccc2c1=O	3	5	-6	-0.6	10	0.73	-0.2	-0.2	0.71
36	O=C(Nc1cccnc1)c1ccccc1F	-35	-3	-10	6.0	-8	-0.93	0.2	-0.6	-0.064
37	CCC1CCCCN1C(=O)COc1cc(=O)n(C)c2ccccc12 (configuration not stated)	-26	2	3	-2.0	1	-0.074	0.0	-0.6	0.53
38	Cc1cc(NC(=O)CSc2nc3ccccc3[nH]2)no1	.	10	15	-2.3	3	0.11	-1.0	-1.1	-0.59
39	O=C(COC(=O)c1cncc(Br)c1)NCc1ccco1	.	-4	4	-4.1	.	-0.078	-0.5	.	0.83
40	CCOC(=O)N1CCN(C(=O)c2cc(-n3cnnc3)ccc2Cl)CC1	4	-3	-2	-0.9	-5	0	0.2	-1.3	0.79
41	COc1cccc(C(=O)CSc2nnc(CNc3nc(-c4ccccc4)cs3)n2C)c1	11	-4	-5	-1.0	-7	0.61	0.5	0.2	1.3
42	CC1CC(C)CN(Cc2nc3c(c(=O)n(C)c(=O)n3C)n2CCN2CCOCC2)C1 (configuration not stated)	-16	-2	-3	1.7	7	-0.45	0.1	-1.4	0.85
43	Cc1c(C(=O)O)[nH]c2c1C(=O)CC(c1ccc(Cl)cc1)C2 (configuration not stated)	-2	2	-5	-2.4	-1	-0.074	0.3	-0.1	0.44
44	O=C(NCc1ccc2c(c1)OCO2)C1CCCN1C(=O)Nc1ccccc1 (configuration not stated)	.	-4	8	0.4	-4	0.18	1.5	-0.7	0.45
45	COc1cccc(-c2cc(C(F)(F)F)nc(N3CCCCC3)n2)c1	.	-6	-4	99*	.	.	-0.4	.	.
46	COc1ccccc1OCCOc1ccc(/C=N/n2cnnc2)cc1	-9	1	-1	0.6	6	-1.5	0.4	-1.7	-2.4*
47	CN(Cc1c(F)cccc1Cl)c1nnnn1-c1ccccc1	29	7	4	1.0	4	0.064	-0.1	-1.4	-0.44
48	CN(CCC(=O)Nc1ccc2c(c1)OCO2)Cc1ccccc1	-12	-7	4	-1.2	2	0.14	-0.7	-0.4	-0.42
49	CCCc1cc(C(=O)Nc2nnc(C)s2)cs1	-21	-16	-7	-0.5	-4	0.016	0.0	0.1	-0.06
50	CCc1nc(N)c(C#N)c(-c2cccnc2)c1C	-53	7	-10	3.0	6	-0.76	0.5	-0.3	-0.2

Remaining list, next part.
entry	molecule	S1P1 ag pot	5HT1E antag	5HT1a antag	5HT1a ag	Jurkat viability	M1 agonist	HTR1E agonist	S1P3 agonist	M1 antag
51	COC(=O)c1ccc(Cn2cc(Cl)cn2)cc1	29	-2	6	0.2	-2	0.39	-0.5	-0.3	-0.54
52	Cc1c2c(n3c(nc4ccccc43)c1C#N)N(Cc1cccnc1)CC2	5	-1	-6	4.1	-1	-0.089	0.2	-1.0	0.25
53	CC(C)Cc1cc(C(=O)O)n[nH]1	-4	-3	-13	-2.7	-8	0.019	0.5	0.9	-0.049
54	O=C(O)CCC(=O)Nc1ccccc1C(=O)NC1CCCCC1	-10	1	-12	-3.0	4	-0.41	-1.0	-0.2	-1.1
55	Cc1cc(Nc2ccccc2)n(CCC#N)n1	-4	-8	-7	-1.8	2	-0.37	0.0	0.4	0.38
56	O=C(CCSc1nc(-c2ccco2)cc(C(F)(F)F)n1)N1CCN(c2ccccc2)CC1	-5	1	-13	-0.4	0	0.35	0.2	-0.3	-3.8*
57	O=C(Cc1coc(-c2ccc(F)cc2)n1)NC1CCCCC1	-10	-3	-2	-2.9	9	-0.75	0.2	-0.7	0.024
58	COC(=O)C1Sc2[nH]c(=O)sc2C2c3ccccc3OC(=O)C12 (configuration not stated)	-5	-5	-12	0.9	-2	0.38	0.3	-0.2	-0.28
59	COCCNC(=O)C1CCN(S(=O)(=O)c2ccccc2)CC1	.	2	-1	-1.0	-3	0.088	0.8	-1.1	0.17
60	O=C1c2ccccc2C(=O)N1CCCCSc1nnnn1-c1ccccc1	-5	-8	-23	-1.6	-6	0.0079	-0.6	-0.7	-0.91

Overlap with the part before: 2 compounds; new compounds follow.
entry	molecule	S1P1 ag pot	5HT1E antag	5HT1a antag	5HT1a ag	Jurkat viability	M1 agonist	HTR1E agonist	S1P3 agonist	M1 antag
59	COCCNC(=O)C1CCN(S(=O)(=O)c2ccccc2)CC1	.	2	-1	-1.0	-3	0.088	0.8	-1.1	0.17
60	O=C1c2ccccc2C(=O)N1CCCCSc1nnnn1-c1ccccc1	-5	-8	-23	-1.6	-6	0.0079	-0.6	-0.7	-0.91
61	N=c1c(C(=O)NCc2ccccc2)cc2c(=O)n3ccccc3nc2n1CCCN1CCOCC1	-38	-3	9	18	-4	0.095	5.0	2.6	-1.6
62	Cc1ccc(C)c(N2CCN(S(=O)(=O)c3c(C)noc3/C=C/N(C)C)CC2)c1	24	0	-7	-4.5	-4	0.58	0.9	0.8	-0.016
63	O=C(CN1C(=O)CSC1=O)Nc1ccc(N2CCOCC2)cc1	-8	0	5	-0.5	4	-0.018	0.1	0.4	-0.12
64	O=C(CSc1nnc(-c2cccs2)n1-c1ccccc1)N1CCN(C(=O)c2ccco2)CC1	14	5	-10	-0.8	6	-1.8	0.4	0.8	0.42
65	O=C(O)c1cnn2c1NC(c1ccc(F)cc1)CC2C(F)(F)F (configuration not stated)	.	3	7	-0.6	7	0.03	0.1	-0.4	0.49
